High-throughput results deposited in PubChem by several laboratories.
GPR55 antagonists – GPR55 antagonists blocking LPI-driven arrestin recruitment, primary screen, imaging, U2OS, beta-arrestin-GFP, LPI agonist (AID 2013) | hit rate 0.13% among 290,000 | U2OS GPR55 beta-arrestin-GFP translocation imaging, LPI antagonism; higher % means a stronger effect | one-dose inhibition, % at 10 µM; IC50 in µM for titrated hits;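 active means spots per cell inhibited over 60%, with over 100 cells counted and total cytoplasm intensity under 500,000; inconclusive means wells with under 100 cells, flagged as likely toxic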;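 further: U2OS cells stably carrying GPR55 and arrestin-GFP stimulated by 5 µM LPI near EC80; imaged beta-arrestin-GFP aggregate spots per cell after agonist stimulation; plate controls were LPI-stimulated DMSO wells for no effect and DMSO wells without LPI for full effect; some results filed as inactive read as strong as hits; confirmed hits need IC50 under 10 µM and bright autofluorescent wells are also inconclusive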
KOR beta-arrestin-1 – kappa opioid receptor blockers – cell-based, luminescence, uHTS (AID 1778); KOR beta-arrestin recruitment, luminescence, antagonist mode; higher % means a stronger effect; inhibition, % at 10 µM; hits with a dose series show IC50 in µM; hit rate 0.091% among 290,000; further: strong numbers were not always called active
HEK293 NOD2/NF-kB – NOD2 signaling inhibitors, cell-based, luminescence, uHTS, HEK293 (AID 1566); hit rate 0.63% among 290,000; HEK293 NOD2/NF-kB luciferase reporter, luminescence; higher % means a stronger effect; one-dose inhibition, % at 4 µM; EC50 in µM for titrated hits; further: many of its hits are not listed in these tables
NOD1 inhibition – NOD1 signaling inhibitors, primary screen, cell-based, luminescence, uHTS (AID 1578); inhibition, % at 4 µM; hits with a dose series show EC50 in µM; hit rate 1% among 290,000; NOD1-driven NF-kB luciferase reporter cells, luminescence; higher % means a stronger effect; in the data active means inhibition mostly above about 36%, no sharp cut-off; inactive means mostly below about 34%;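 further: HEK-293T reporter cells stimulated with the NOD1 agonist gamma-tri-DAP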
GPR35 antagonists – GPR35 antagonists blocking zaprinast-driven arrestin recruitment, primary screen, imaging, U2OS, beta-arrestin-GFP, zaprinast agonist (AID 2058); U2OS GPR35 beta-arrestin-GFP translocation imaging, zaprinast antagonism; higher % means a stronger effect; one-dose inhibition, % at 10 µM; IC50 in µM for titrated hits; hit rate 0.052% among 290,000;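 active means inhibition of at least 50% with at least 30 cells and total cytoplasm GFP at most 10,000,000; inconclusive means under 30 cells or total GFP of 10,000,000 plus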
KOR beta-arrestin-2 – KOR agonists, beta-arrestin recruitment, primary screen, cell-based, luminescence, uHTS (AID 1777); hit rate 0.02% among 280,000; KOR beta-arrestin recruitment, luminescence; higher % means a stronger effect; activation, % at 10 µM, or EC50 in µM where a hit was titrated; in the data active means activation above about 50%, passing the limit was not always enough; further: a part of the inactive calls stands beside numbers as strong as those of hits
Myeloid diff 2 – compounds promoting myeloid differentiation; calls only at 10 µM; hit rate 1% among 360,000; ER-HoxA9 myeloid progenitors, lysozyme-GFP differentiation, flow cytometry; AID 624256;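 active means normalized GFP-positive differentiation at or above the plate's own cutoff, the solvent-only control mean plus 3 SD; inconclusive means no clear call, values can overlap the other calls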;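 further: cells exposed to compound for four days before flow analysis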
HIV fusion peptide – inhibitors of HIV fusion peptide binding, primary screen, biochemical, uHTS, fluorescence dequenching (AID 1986); cell-free peptide binding, fluorescence dequenching, 30 min; higher % means a stronger effect; one-dose inhibition, % at 20 µM; IC50 in µM for titrated hits; hit rate 0.3% among 290,000; in the data active means inhibition mostly above about 52%, no sharp cut-off; inactive means mostly below about 76%; further: some results filed as inactive read as strong as hits
GPR55 beta-arrestin – selective activators of receptor GPR55 – imaging, U2OS cells, beta-arrestin-GFP redistribution, primary screen (AID 1961); hit rate 0.048% among 290,000; U2OS GPR55 beta-arrestin-GFP redistribution imaging; higher % means a stronger effect; activation, % at 10 µM, or EC50 in µM where a hit was titrated;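 active means activation above 40% with more than 50 cells counted in the well; inconclusive means wells holding fewer than 50 cells, flagged as toxic or sparse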;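 further: U2OS osteosarcoma cells stably expressing GPR55 and beta-arrestin-GFP; plate controls were DMSO negative control for no effect and LPI positive control for full effect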
Myeloid diff 2 GFP+ MAC1+ % – second read-out of Myeloid diff 2, no call of its own (marks repeat the call); GFP+ MAC1+ double positive, %; measured here: differentiation confirmed by MAC1 staining
The depositor's hits bear a star; i = inactive; ? = inconclusive; nt = no result given; [ ] = remark or other dose. Unless noted, no stated cut-off is given here; in the data, active means inhibition above about 50%; inactive means the rest. Only part of the results is shown (hit frequency here may not be typical).

SMILES	GPR55 antagonists	KOR beta-arrestin-1	HEK293 NOD2/NF-kB	NOD1 inhibition	GPR35 antagonists	KOR beta-arrestin-2	Myeloid diff 2	Myeloid diff 2 GFP+ MAC1+ %	HIV fusion peptide	GPR55 beta-arrestin
NC(=O)Oc1cccc(OC(N)=O)c1	8%	30%	11%	-9%	16%	0.2%	i	0.5	2.2%	-0.2%
CC(C)(C)NS(=O)(=O)c1cccc(S(=O)(=O)c2cccc(S(=O)(=O)NC(C)(C)C)c2)c1	8%	18%	5%	-6%	-2%	-3.8%	nt	nt	-0.5%	-0.3%
CCCc1cc(=O)oc2cc(OCC(=O)NCC3CCC(C(=O)O)CC3)ccc12 (stereo unspecified)	5%	-17%[20 µM]	5%	12%	6%	0.4%	i	2.4	-1.6%	-0.1%
COc1ccc(CCN2C(=O)NC(NS(=O)(=O)c3ccccc3)(C(F)(F)F)C2=O)cc1OC (stereo unspecified)	20%	-5%	9%	0%	7%	-1.7%	i	2.3	-1.0%	1.5%
COc1cccc(/C=C2/Oc3ccccc3N(CC(=O)NCC3CCCO3)C2=O)c1 (stereo unspecified)	-1%	-21%	-1%	-7%	-3%	3.8%	i	1.2	3.5%	0.2%
Nc1ccc(Oc2ncccn2)c(Cl)c1	9%	10%	20%	-1%	7%	-0.5%	i	0.6	1.6%	0.0%
Cc1ccc2[nH]c(C)c(CCNC(=O)NC3CCCCC3)c2c1	5%	5%	-8%	-38%	-11%	-0.3%	i	0.5	-0.8%	-0.1%
N#CCc1nnc2n1-c1ccccc1CCC2	9%	-63%	8%	32%	-5%	-2.0%	i	0.6	-3.0%	0.5%
COC(=O)c1ccc(NS(=O)(=O)c2cccc3cccnc23)cc1	-3%	-19%	26%	9%	-7%	0.5%	i	2.4	-0.6%	0.0%
CN(C)CCOCCP(=O)(c1ccccc1)c1ccccc1	4%	-19%	-18%	-1%	4%	10%	i	0.5	-1.6%	-0.2%

Continued, starting with the last two of the part before.
SMILES	GPR55 antagonists	KOR beta-arrestin-1	HEK293 NOD2/NF-kB	NOD1 inhibition	GPR35 antagonists	KOR beta-arrestin-2	Myeloid diff 2	Myeloid diff 2 GFP+ MAC1+ %	HIV fusion peptide	GPR55 beta-arrestin
COC(=O)c1ccc(NS(=O)(=O)c2cccc3cccnc23)cc1	-3%	-19%	26%	9%	-7%	0.5%	i	2.4	-0.6%	0.0%
CN(C)CCOCCP(=O)(c1ccccc1)c1ccccc1	4%	-19%	-18%	-1%	4%	10%	i	0.5	-1.6%	-0.2%
S=c1[nH]ncn1/N=C/c1ccc(Br)cc1	5%	-10%	6%	-14%	0%	0.2%	i	1.0	-1.9%	-0.1%
CCOC(=O)c1c(NC(=O)Cc2ccccc2)sc2c1CCN(C)C2	35%	-20%[20 µM]	10%	2%	6%	-3.2%	i	1.1	-0.7%	0.0%
O=C(CSc1nnc(-c2ccccn2)n1Cc1ccccc1)N1CCOCC1	-5%	-16%[20 µM]	11%	-30%	15%	-0.7%	i	0.2	0.2%	-0.1%
CCCNC(=O)C1(S(=O)(=O)c2ccccc2)CC=CC1	2%	-11%[20 µM]	-2%	-26%	17%	3.7%	i	1.3	1.7%	-0.2%
COc1ccc(-n2nc(C(N)=O)c(O)cc2=O)cc1	4%	2%	-3%	-18%	-1%	-3.8%	i	0.1	-2.2%	-0.3%
CCC(Sc1nc(N)c(NC(=O)c2ccc(Br)o2)c(=O)[nH]1)C(=O)O (stereo unspecified)	6%	-16%	2%	-15%	5%	4.5%	i	1.1	-2.1%	0.2%
CCN(CC)Cc1c(C(=O)N2CCc3ccccc3C2)nc2ccc(Cl)cn12	6%	-27%[20 µM]	12%	-18%	12%	nt	i	0.6	8.0%	0.3%
O=C(CSc1nnc(Cc2ccccc2)o1)NCCc1ccccc1	10%	21%	-26%	-16%	8%	3.1%	i	5.9	-1.6%	0.6%
CN(C1CCCCC1)S(=O)(=O)c1ccc(C(=O)N2CCN(c3nc4ccccc4s3)CC2)cc1	15%	36%	14%	-21%	-7%	1.5%	i	0.3	1.5%	0.0%
S=C1COC(c2ccccc2)N1c1ccccc1 (stereo unspecified)	-1%	-4%	6%	-17%	-2%	1.7%	i	1.1	3.1%	-0.2%
CCOC(=O)/C(N)=C/c1ncc(C(F)(F)F)cc1Cl	0%	13%	12%	-30%	22%	-5.1%	i	0.7	-1.8%	-0.1%
COc1ccc(-c2nc(CCNC(=O)c3cccs3)cs2)cc1	-2%	-20%	20%	-2%	8%	2.2%	?	nt	2.5%	0.4%
COc1ccccc1C(CC(=O)Nc1nccs1)c1ccco1 (stereo unspecified)	-2%	8%	3%	12%	6%	26%	i	0.7	0.1%	0.2%
Cc1ccc(OCCCOc2cccc3cccnc23)cc1C	2%	15%	-47%	6%	9%	-1.4%	i	0.6	-2.0%	-2.3%
COc1ccc(NC(=O)CSc2nnnn2C2CCCC2)c(OC)c1	-6%	-55%	-12%	-12%	-3%	5.0%	i	0.9	0.4%	-0.1%
Cc1ccc(/C=[N+](\[O-])c2ccccc2C)o1	-11%	-21%	6%	-21%	-4%	-0.2%	i	1.7	0.0%	0.2%
Cc1cc(C(=O)COC(=O)c2ccc(O)cc2)c(C)n1CCc1ccc(F)cc1	-8%	3%	-3%	-24%	20%	-0.6%	i	0.3	3.5%	-0.5%
Fc1ccc(CSc2nnc(-c3cc4c(s3)-c3ccccc3CC4)o2)cc1	24%	-2%	24%	29%	4%	-0.4%	i	1.3	1.3%	0.0%
Cc1ccc(NC2=CC(=O)CC(C)(C)C2)cc1C	-1%	16%	4%	6%	-8%	-3.3%	i	2.6	-0.8%	-0.2%
COc1ccc(C2=CSC3=C(C(=O)c4cccc(S(=O)(=O)N(C)C)c4)CCN23)cc1	5%	-5%	-8%	-19%	-9%	0.3%	i	0.6	3.4%	-0.1%
Cc1nn(C(=O)CCC(=O)NCc2cccc(F)c2)c2ccccc12	-1%	-26%	2%	-81%	2%	-2.3%	i	0.9	-0.9%	0.1%
CC(=O)c1ccc(NC(=O)COc2ccc3c(c2)OCO3)cc1	6%	1%	-27%	-15%	-2%	-1.2%	i	0.2	-2.5%	-0.3%
CC1=CC(=C(C#N)c2nc3ccccc3s2)C=C(C)N1Cc1ccco1	16%	3%	-62%	-58%	9%	-0.4%	i	7.3	1.6%	0.3%
O=C(NCc1cccs1)C(=O)NCC1OCCCN1S(=O)(=O)c1cc(F)ccc1F (stereo unspecified)	-36%	1%	11%	11%	-7%	1.6%	i	0.9	0.4%	0.0%
CCOc1ccc(C(=O)N2CCCC2)cc1	-1%	-41%	7%	-24%	2%	-1.3%	i	6.6	-0.4%	-0.4%
Cc1cc(NC(=O)C2CCC2)n(-c2ccccn2)n1	0%	-4%	19%	-24%	-1%	nt	i	0.5	1.2%	-0.2%
COc1cc(OC)cc(C(=O)Nc2ccc([N+](=O)[O-])cn2)c1	2%	nt	8%	-17%	-15%	-2.8%	i	0.2	-2.0%	-0.2%
CCC(Oc1ccccc1)C(=O)Nc1ccc(S(=O)(=O)NCC2CCCO2)cc1 (stereo unspecified)	3%	-9%	8%	6%	14%	0.7%	i	0.2	3.0%	-0.2%
O=C(CSC1=Nc2ccccc2C2=NC(Cc3c[nH]c4ccccc34)C(=O)N12)NC1CCCCC1 (stereo unspecified)	-1%	-8%	3%	-33%	28%	-3.5%	i	1.0	-1.2%	-0.1%
COc1cccc(NC(=O)CN2C(=O)NC(C)(CC(C)C)C2=O)c1 (stereo unspecified)	-1%	2%	10%	-35%	0%	-2.3%	i	0.8	0.2%	0.2%

Reprinted from the entries so far (4 entries):
SMILES	GPR55 antagonists	KOR beta-arrestin-1	HEK293 NOD2/NF-kB	NOD1 inhibition	GPR35 antagonists	KOR beta-arrestin-2	Myeloid diff 2	Myeloid diff 2 GFP+ MAC1+ %	HIV fusion peptide	GPR55 beta-arrestin
O=C(NCc1cccs1)C(=O)NCC1OCCCN1S(=O)(=O)c1cc(F)ccc1F (stereo unspecified)	-36%	1%	11%	11%	-7%	1.6%	i	0.9	0.4%	0.0%
CCOc1ccc(C(=O)N2CCCC2)cc1	-1%	-41%	7%	-24%	2%	-1.3%	i	6.6	-0.4%	-0.4%
Cc1cc(NC(=O)C2CCC2)n(-c2ccccn2)n1	0%	-4%	19%	-24%	-1%	nt	i	0.5	1.2%	-0.2%
COc1cc(OC)cc(C(=O)Nc2ccc([N+](=O)[O-])cn2)c1	2%	nt	8%	-17%	-15%	-2.8%	i	0.2	-2.0%	-0.2%

An excerpt from above, showing only Myeloid diff 2, GPR35 antagonists and GPR55 antagonists:
canonical_smiles | Myeloid diff 2 | GPR35 antagonists | GPR55 antagonists
O=C(CSC1=Nc2ccccc2C2=NC(Cc3c[nH]c4ccccc34)C(=O)N12)NC1CCCCC1 (stereo unspecified) | i | 28% | -1%
S=c1[nH]ncn1/N=C/c1ccc(Br)cc1 | i | 0% | 5%
Nc1ccc(Oc2ncccn2)c(Cl)c1 | i | 7% | 9%
CN(C1CCCCC1)S(=O)(=O)c1ccc(C(=O)N2CCN(c3nc4ccccc4s3)CC2)cc1 | i | -7% | 15%
CCCc1cc(=O)oc2cc(OCC(=O)NCC3CCC(C(=O)O)CC3)ccc12 (stereo unspecified) | i | 6% | 5%
CCN(CC)Cc1c(C(=O)N2CCc3ccccc3C2)nc2ccc(Cl)cn12 | i | 12% | 6%

The listing continues.
SMILES	GPR55 antagonists	KOR beta-arrestin-1	HEK293 NOD2/NF-kB	NOD1 inhibition	GPR35 antagonists	KOR beta-arrestin-2	Myeloid diff 2	Myeloid diff 2 GFP+ MAC1+ %	HIV fusion peptide	GPR55 beta-arrestin
CCOc1ccc(NC(=S)N2CCN(S(C)(=O)=O)CC2)cc1	19%	26%	12%	-12%	2%	-2.7%	i	1.0	-0.3%	-0.1%
O=C(NCC1CCCO1)c1ccc2nc(N3CCCCC3)sc2c1 (stereo unspecified)	-2%	-5%	-44%	-16%	6%	-2.9%	i	2.0	0.6%	-0.1%
NS(=O)(=O)c1ccc(NC(=O)CCCCC(=O)Nc2ccc(S(N)(=O)=O)cc2)cc1	-5%	2%	3%	-6%	-5%	1.5%	i	0.4	-0.1%	-0.1%
COCc1cc(=O)[nH]c(-c2ccccc2OC(F)(F)F)n1	-3%	31%	6%	-9%	0%	-1.7%	i	1.2	-1.8%	-0.2%
Cc1cc(C(N)=O)nn1-c1c(Cl)cc(Cl)cc1Cl	4%	-62%	7%	6%	-6%	0.3%	i	0.3	-0.4%	-0.2%
